Screening results (PubChem BioAssay)
LYP phosphatase: inhibitors of LYP phosphatase, biochemical, fluorescence intensity, uHTS (AID 1779); Tyrosine-protein phosphatase non-receptor type 22 (Homo sapiens); recombinant LYP phosphatase, fluorescence intensity; higher % means a stronger effect; inhibition, % at 11.5 µM, or IC50 in µM where a hit was titrated; 290,000 compounds, 0.054% hits;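 further: plate controls were vehicle with enzyme for no effect and no enzyme for full effect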
PMI inhibition: human PMI inhibitors, high substrate, primary screen, biochemical, fluorescence intensity, high mannose 6-phosphate (AID 1220); Mannose-6-phosphate isomerase (Homo sapiens); recombinant PMI enzyme, coupled fluorescence intensity; higher % means a stronger effect; one-dose inhibition, % at 20 µM; IC50 in µM for titrated hits; 190,000 compounds, 0.66% hits
TNAP activation fold: human TNAP enzyme activators, primary screen, biochemical, luminescent, no phosphate acceptor, uHTS (AID 1001) | Alkaline phosphatase, tissue-nonspecific isozyme (Homo sapiens) | purified TNAP, luminescent activation assay, no phosphate acceptor; higher activation fold means a stronger effect | one-dose activation fold at 20 µM; EC50 in µM for titrated hits | 200,000 compounds, 0.03% hits; in the data active means activation fold from about 3, or a potency from the dose series; inactive means the rest, 99 in 100 with activation fold below about 1.6; further: many of its hits are not listed in these tables
XIAP displacement: XIAP antagonists, biochemical, IAP family, fluorescence polarization (AID 1018); E3 ubiquitin-protein ligase XIAP (Homo sapiens); XIAP BIR domain, fluorescence polarization peptide displacement; higher % means a stronger effect; displacement, % at 20 µM; hits with a dose series show IC50 in µM; 200,000 compounds, 0.007% hits; in the data active means displacement above about 50%; further: a part of the inactive calls stands beside numbers as strong as those of hits
P. falciparum M1AAP: P. falciparum M1AAP inhibitors, biochemical, fluorogenic H-Leu-NHMec substrate, 1536-well (AID 1445). Aminopeptidase N (Plasmodium falciparum (isolate 3D7)). recombinant M1AAP, H-Leu-NHMec fluorogenic kinetic assay; higher % means a stronger effect. one-dose inhibition, % at 30 µM; IC50 in µM for titrated hits. 220,000 compounds, 0.42% hits;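 active means primary inhibition above the hit cutoff, then over 50% inhibition at one or more dose response concentrations, cut at about 23% in these data, passing the limit was not always enough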;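 further: plate controls were DMSO full reaction for no effect and no enzyme background for full effect; strong numbers were not always called active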
human PMI inhibition: inhibitors of human PMI, primary screen, biochemical, fluorescence intensity, coupled assay (AID 1209) | Mannose-6-phosphate isomerase (Homo sapiens) | 190,000 compounds, 0.42% hits | purified PMI enzyme, coupled fluorescence intensity; higher % means a stronger effect | inhibition, % at 20 µM; hits with a dose series show IC50 in µM;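 further: plate controls were DMSO vehicle for no effect and wells lacking substrate for full effect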
Myeloid diff 2: induction of myeloid progenitor differentiation, primary screen, cell-based, flow cytometry, MLPCN library. ER-HoxA9 myeloid progenitors, lysozyme-GFP differentiation. 360,000 compounds, 1% hits. calls only at 10 µM;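 active means normalized GFP-positive differentiation at or above the plate's own cutoff, the solvent-only control mean plus 3 SD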;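 further: cells exposed to compound for four days before flow analysis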
M17LAP inhibition: P. falciparum M17LAP inhibitors, primary screen, biochemical, fluorogenic H-Leu-NHMec substrate, 1536-well (AID 1619); Leucine aminopeptidase (Plasmodium falciparum (isolate 3D7)); inhibition, % at 30 µM, or IC50 in µM where a hit was titrated; recombinant M17LAP, H-Leu-NHMec fluorogenic kinetic assay; higher % means a stronger effect; 220,000 compounds, 0.38% hits;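 active means compound inhibiting the enzyme by more than half at any dose during confirmatory dose-response retesting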;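 further: plate controls were full reaction with DMSO carrier for no effect and no enzyme background for full effect; strong numbers were not always called active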
ER stress rescue: rescue of cells from ER stress-induced death, primary screen, 384-well, CSM14.1, thapsigargin, ATP luminescence (AID 1222); CSM14.1 thapsigargin-induced death rescue, ATP luminescence; higher % means a stronger effect; 190,000 tested, under 10 active; cellular ATP content (survival), % at 20 µM, or EC50 in µM where a hit was titrated;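 active means EC50 below 50 µM in the dose-response confirmation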;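 further: death triggered by thapsigargin at about 15 µM added after 2 h compound pretreatment; cell ATP read after overnight thapsigargin exposure of roughly 18 to 22 hours; normalized against plate controls of thapsigargin alone and 5% DMSO vehicle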
Myeloid diff 2 GFP+ MAC1+ %: recorded beside Myeloid diff 2, whose call it bears; GFP+ MAC1+ double positive, %; measured here: differentiation confirmed by MAC1 staining
The depositor's hits bear a star; i = inactive; / = no result given; + = active, no number. Unless noted, no stated cut-off is given here; in the data, active means inhibition above about 50%; inactive means the rest.

SMILES	LYP phosphatase	PMI inhibition	TNAP activation fold	XIAP displacement	P. falciparum M1AAP	human PMI inhibition	Myeloid diff 2	Myeloid diff 2 GFP+ MAC1+ %	M17LAP inhibition	ER stress rescue
CC1CC(C)CN(c2nc3c(c(=O)n(C)c(=O)n3C)n2C)C1 (stereo not drawn)	-4%	-1%	1.1	0.8%	10%	6%	i	0.5	4%	4.3%
Cc1ccc(S(=O)(=O)N2CCCC(C(=O)NCc3ccco3)C2)cc1Cl (stereo not drawn)	-5%	-9%	1.1	-4.0%	11%	-2%	i	0.8	16%	-2.2%
CC1(C(=O)NC2CCCC2)CCC(=O)N1Cc1ccccc1Cl (stereo not drawn)	-5%	-3%	1.2	-11%	1%	-3%	i	0.7	-5%	-0.4%
COc1ccc(C2C(Oc3ccccc3C)C(=O)N2Cc2ccc(F)cc2)cc1OC (stereo not drawn)	1%	16%	1.1	-0.2%	16%	18%	i	1.9	-1%	-0.2%
CCOC(=O)Cc1nn2c(=O)cc(C)nc2s1	-7%	-58%	1.1	-3.7%	6%	-31%	+	/	11%	-1.4%
CC1CN(C2CCN(C(=O)c3cccc(Cl)c3)CC2)CC(C)O1 (stereo not drawn)	-3%	1%	1.1	-3.4%	-3%	5%	i	1.2	10%	-4.2%
COc1ccc(-n2c(SCC(=O)NNC(=O)c3ccc(C)cc3)nnc2-c2ccncc2)cc1	-6%	6%	1.9	-6.5%	2%	13%	i	0.8	11%	-2.1%
CC(C)(C)C(=O)Nc1cccc2[nH]ncc12	-8%	6%	1.2	1.3%	18%	-4%	i	0.4	1%	0.0%
COc1ccc(-c2cc(N3C(=O)Nc4ccccc4N3O)n[nH]2)cc1	-4%	16%	0.2	-3.6%	6%	21%	i	0.2	10%	-2.3%
C(=N\n1cnnc1)/c1cccs1	0%	-3%	1	-15%	5%	-2%	i	1.1	1%	-0.7%
O=C(OC1CCCCC1=O)c1ccc(S(=O)(=O)Nc2ccccc2)cc1 (stereo not drawn)	-2%	-9%	1.1	-5.2%	5%	-3%	i	0.3	0%	-1.5%
CC1=NN(c2ccccc2)C(=O)/C1=C\c1cc(C)n(-c2ccccc2)c1C	6%	18%	0.8	-0.8%	-2%	25%	i	0.8	8%	-2.1%
CC(Oc1ccc(Cl)cc1Cl)c1ccn[nH]1 (stereo not drawn)	-10%	6%	1.2	-2.5%	-3%	3%	i	0.1	0%	-1.9%
Cc1ccc(Oc2cc(C#N)c(C#N)cc2-n2nnc3ccccc32)cc1C	-4%	-4%	1	1.3%	4%	0%	i	0.7	-9%	-1.5%
COCCNC(=O)Nc1ccc2nc(-c3cccs3)c(-c3cccs3)nc2c1	8%	-1%	1.1	-4.3%	20%	9%	i	2.2	-6%	-0.6%
COc1ccccc1C(CNC(=S)NCc1ccccc1)N1CCCC1 (stereo not drawn)	-7%	-6%	1.2	-4.4%	-1%	2%	i	0.2	1%	1.3%
CS(=O)(=O)N(Cc1ccc(Cl)cc1)c1ccc(C(=O)N2CCN(c3ccccc3)CC2)cc1	-4%	3%	1	-4.4%	17%	13%	i	1.3	-17%	-0.2%
O=C(Cc1ccc([N+](=O)[O-])cc1)N1N=C(c2ccncc2)CC1(O)C(F)(F)F (stereo not drawn)	-3%	-8%	1.1	-6.1%	-1%	-6%	i	0.4	0%	1.4%
O=C(NCCc1ccccc1)C1CCCN1C(=O)NCc1ccccc1 (stereo not drawn)	-10%	10%	1.1	-1.7%	4%	8%	i	0.9	-8%	-1.7%
CCN(CC)S(=O)(=O)c1ccc2c(c1)nc(CCC(=O)Nc1ccccc1Cc1ccccc1)n2CC	4%	11%	1	-18%	8%	13%	i	3.1	4%	3.0%
O=C(NCc1ccccc1)C1=C[C@H](c2ccc3c(c2)OCO3)C[C@H](OCCCCO)O1	-7%	64%*	1	-2.3%	-4%	33%	i	2.0	0%	2.7%
CC(C)CCN1CCN(Cc2ccc(Oc3ncccn3)cc2)CC1CCO (stereo not drawn)	-4%	5%	1.1	-5.2%	2%	9%	i	0.4	-19%	1.2%
O=C(NC1CCCC1)C(c1ccc(Cl)cc1)N(Cc1ccc(F)cc1)C(=O)CCl (stereo not drawn)	2%	7%	0.9	-4.3%	-6%	-5%	i	1.3	10%	0.5%
CCCN(CC1CC1)c1nc(N)c(C#N)c(CC#N)c1C#N	1%	17%	1.1	-6.8%	0%	15%	i	1.2	-6%	-1.0%
COc1ccc(-c2c(C(F)(F)F)nn(C)c2NC(=O)CSCC(=O)O)cc1	-6%	/	/	/	-1%	/	i	0.3	-7%	/
O=C(Nc1cccc(C(F)(F)F)c1)C1C2CC3OC(=O)C1C3C2 (stereo not drawn)	-2%	0%	1.1	-6.9%	-3%	-2%	+	3.0*	18%	1.2%
NS(=O)(=O)c1cccc(NC(=O)c2cccnc2Oc2ccccc2)c1	-6%	/	/	/	4%	/	i	0.7	0%	/
COc1cc(C(=O)NCc2ccc3c(c2)OCO3)ccc1OCc1c(C)noc1C	-8%	8%	1.1	-2.9%	0%	3%	i	0.9	-6%	-0.8%
CCOc1ccccc1OCCOCCN1CCN(Cc2ccccc2)CC1	-8%	-1%	1.1	-0.2%	2%	6%	i	0.6	0%	-0.8%
O=C(Nc1ccc(Cl)cc1)OCCn1nnnc1C(c1ccccc1Cl)N1CCOCC1 (stereo not drawn)	-4%	-4%	1	-5.0%	11%	8%	i	0.3	7%	-0.6%
CCOC(=O)C1=C(c2ccccc2)NC(N)=NC1c1ccc(OCc2ccc(C(=O)OC)cc2)cc1 (stereo not drawn)	-11%	/	/	/	11%	/	i	1.5	0%	/
S=C1NCCc2ccc(Cl)cc2C1c1ccccc1Cl (stereo not drawn)	3%	0%	0.9	-16%	-3%	10%	i	1.5	7%	0.2%
COc1ccccc1NC(=O)Cc1noc(CSc2nnc(N)s2)n1	-2%	-5%	1	-8.0%	5%	-2%	i	0.5	-6%	-1.9%
CN(CCOC(=O)/C=C/c1ccco1)Cc1ccccc1	-2%	-17%	1.1	-14%	3%	-7%	i	0.1	14%	0.1%
Cc1ccc2nc(N/C(N)=N/S(=O)(=O)c3ccc([N+](=O)[O-])cc3)nc(C)c2c1	-1%	5%	1	-7.3%	7%	13%	i	0.5	6%	0.6%
O=C(NNc1cccc(Cl)c1)c1cccnc1Cl	-4%	-103%	1.1	-6.6%	10%	-70%	i	0.1	6%	7.0%
O=c1o[nH]c(-c2ccccc2)c1C=Nc1ccc(Cl)cc1	-2%	-20%	0.9	-6.6%	8%	-33%	i	0.1	5%	/
c1ccc(-n2ncc3cccnc32)cc1	-1%	/	/	/	2%	/	i	0.3	-10%	/
O=C(CSc1nc2ccccc2s1)NC1CCS(=O)(=O)C1 (stereo not drawn)	-10%	6%	1.1	-2.3%	7%	10%	i	0.6	-8%	-0.8%
Cc1cc(=O)[nH]c(SC(C(=O)O)c2ccccc2)n1 (stereo not drawn)	-7%	8%	1.1	0.2%	10%	2%	i	1.3	-2%	1.8%
COc1ccc(/C=C/C(=O)c2ccccc2)c(OC)c1	0%	5%	1	-6.0%	10%	4%	i	0.2	4%	-1.6%
CC1(C)Cc2c(c(-c3ccccc3)[nH]c(=O)c2C#N)CS1	-3%	-7%	1.1	-5.6%	1%	0%	i	1.2	10%	-3.0%
Cc1onc(-c2c(Cl)cccc2Cl)c1C(=O)c1c[nH]c(C(=O)NC2CC2)c1	2%	5%	1	-1.8%	2%	4%	i	0.5	-2%	-2.4%
CSC1=NC2(CCCCC2)CC12C=CC(=O)C=C2	-10%	-22%	1.1	-2.5%	8%	-45%	i	0.3	-4%	-2.2%
O=C(Cc1ccc(F)cc1)NCCc1ccccc1	-9%	-5%	1.2	-2.6%	3%	-4%	i	0.6	15%	-0.5%
CC(C)NC(=O)CSc1nnc(COc2ccccc2Cl)o1	-10%	4%	1.1	-3.2%	9%	9%	i	1.2	-11%	-0.5%
CC1CC2(CCCCC2)Nc2ccc3ccccc3c21 (stereo not drawn)	-5%	-65%	1.1	-6.6%	0%	-46%	+	1.1*	-7%	0.0%
Cc1ccc(CNCC(O)(c2ccc(F)cc2)c2ccc(F)cc2)cc1	-6%	6%	1.1	-0.6%	-4%	8%	i	3.6	-3%	-7.1%
O=C(COC(=O)c1cccc(S(=O)(=O)N2CCN(c3ccccc3)CC2)c1)NCc1ccco1	5%	3%	1	-3.2%	8%	8%	i	1.2	-4%	-0.6%
COc1cc(C2Nc3cc(Cl)c(S(N)(=O)=O)cc3S(=O)(=O)N2)cc(OC)c1OC (stereo not drawn)	-4%	-2%	0.8	0.6%	11%	21%	i	0.8	7%	-2.2%
CCOC(=O)C(Cc1ccc(NC(=O)/C(=C/c2ccc(OC(C)=O)cc2)NC(C)=O)cc1)N1C(=O)c2ccccc2C1=O (stereo not drawn)	-5%	-5%	1.1	-3.6%	3%	4%	i	0.8	-18%	0.0%
CCOC(=O)N1CCN(C(=O)/C(=C/c2ccc(Br)cc2)NC(=O)c2ccc(OC)cc2)CC1	3%	5%	1.1	0.3%	0%	-7%	i	0.1	9%	3.3%
Cc1ccc(C(CCN(Cc2ccccc2)C(=O)c2ccco2)c2ccco2)cc1 (stereo not drawn)	6%	-3%	1.1	-7.4%	5%	-2%	i	0.3	18%	-1.3%
CC1CCCN(CCCOc2ccc(Cl)cc2Br)C1 (stereo not drawn)	-11%	-8%	1.1	-3.3%	2%	-6%	i	1.1	13%	-1.5%
O=C(NCC(=O)N(Cc1ccco1)C(C(=O)NC1CCCCC1)c1cccnc1)c1ccco1 (stereo not drawn)	-6%	-1%	1	-2.3%	4%	6%	i	0.5	-4%	0.3%
CC(=O)NC1C(=O)N=C(SCC(=O)NCc2ccccc2)NC1=O (stereo not drawn)	-5%	6%	1.1	-11%	8%	7%	i	1.9	8%	-1.3%

3 structures from above, sorted by molar mass, low to high.
SMILES	LYP phosphatase	PMI inhibition	TNAP activation fold	XIAP displacement	P. falciparum M1AAP	human PMI inhibition	Myeloid diff 2	Myeloid diff 2 GFP+ MAC1+ %	M17LAP inhibition	ER stress rescue
Cc1ccc(CNCC(O)(c2ccc(F)cc2)c2ccc(F)cc2)cc1	-6%	6%	1.1	-0.6%	-4%	8%	i	3.6	-3%	-7.1%
Cc1onc(-c2c(Cl)cccc2Cl)c1C(=O)c1c[nH]c(C(=O)NC2CC2)c1	2%	5%	1	-1.8%	2%	4%	i	0.5	-2%	-2.4%
O=C(COC(=O)c1cccc(S(=O)(=O)N2CCN(c3ccccc3)CC2)c1)NCc1ccco1	5%	3%	1	-3.2%	8%	8%	i	1.2	-4%	-0.6%
